NLRP3 yeast inh: blocks the NALP3 inflammasome reconstituted in yeast. Yeast reconstituted NLRP3/ASC/caspase-1, beta-gal luminescence, 24 h. inhibition, % at 10 µM. 330,000 tested, 0.39% active;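 active = inhibition of 50% or more; inactive = inhibition below 50%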;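 also: plate controls were induced DMSO wells for no effect and uninduced yeast grown without galactose for full effect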
Apaf1 inhib: inhibitors of human Apaf-1 apoptosome; O14727; reconstituted apoptosome caspase-3 activity, DEVD-Rh110 fluorescence; inhibition, % at 20 µM; 330,000 tested, 0.71% active; AID 489030; active = inhibition of at least 40% at 20 µM;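 also: plate controls were DMSO wells for no effect and DEVD-CHO caspase inhibitor wells for full effect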
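Material: reconstituted apoptosome with Apaf-1, cytochrome c, caspase-9, procaspase-3, dATP. Technique: Rh110 fluorescence intensity. Buffer or medium: pH 7.5 Hepes buffer with CHAPS, BSA, DTT. Times: 30 min plus 50 min, RT.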
SENP6 inh: SENP6 protease inhibition; inhibition, % at 10 µM; Q9GZR1; Recombinant SENP6 catalytic domain, aminoluciferin luminescence; 330,000 tested, 1.8% active;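 active = inhibition above about 50% at the single tested dose, limit read from the data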;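 also: plate controls were DMSO wells with enzyme for no effect and DMSO wells lacking enzyme for full effect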
Target sequence (Q9GZR1 628-1112 limits assumed): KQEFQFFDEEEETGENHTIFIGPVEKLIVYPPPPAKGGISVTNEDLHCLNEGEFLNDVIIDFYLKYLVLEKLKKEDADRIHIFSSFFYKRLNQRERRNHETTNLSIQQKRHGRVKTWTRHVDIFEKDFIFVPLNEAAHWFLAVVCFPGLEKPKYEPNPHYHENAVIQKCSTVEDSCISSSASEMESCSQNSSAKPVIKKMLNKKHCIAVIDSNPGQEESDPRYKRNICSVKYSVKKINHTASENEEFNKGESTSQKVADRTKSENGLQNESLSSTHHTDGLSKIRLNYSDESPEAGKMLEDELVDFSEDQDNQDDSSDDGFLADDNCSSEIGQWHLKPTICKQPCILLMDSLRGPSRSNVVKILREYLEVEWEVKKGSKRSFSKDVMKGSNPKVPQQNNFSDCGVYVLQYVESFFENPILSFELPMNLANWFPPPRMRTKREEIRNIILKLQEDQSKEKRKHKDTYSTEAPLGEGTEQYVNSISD
SENP8 block-1: blocks human SENP8 cleavage of Nedd8 substrate | Q96LD8 | recombinant SENP8, Nedd8 substrate fluorescence | inhibition, % at 20 µM | 360,000 tested, 0.64% active | AID 602440; in the data active = inhibition mostly above about 40%, no sharp cut-off; inactive = mostly below about 27%
Target sequence (Q96LD8 whole entry, looked up): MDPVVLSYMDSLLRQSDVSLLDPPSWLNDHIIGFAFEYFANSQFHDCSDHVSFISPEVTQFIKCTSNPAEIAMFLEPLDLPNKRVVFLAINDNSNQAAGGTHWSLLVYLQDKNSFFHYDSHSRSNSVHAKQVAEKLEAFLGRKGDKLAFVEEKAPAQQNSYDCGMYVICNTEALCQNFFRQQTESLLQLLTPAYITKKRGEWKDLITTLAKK
PfGluPho inh: PfG6PD (Plasmodium falciparum) enzyme inhibition | AID 504690 | 350,000 tested, 0.78% active | PfGluPho enzyme, NADPH resazurin-diaphorase fluorescence | inhibition, % at 20 µM;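 active = inhibition reaching at least a set limit at 20 µM in the primary screen, cut at about 59% in these data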;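 also: 0% = DMSO wells with substrate and 100% = DMSO wells lacking glucose-6-phosphate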
HKDC1 inh: HKDC1 (human) hexokinase inhibition; recombinant HKDC1, G6PDH/diaphorase resazurin coupled fluorescence; inhibition, % at 20 µM; 340,000 tested, 0.16% active; AID 493160;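 active = inhibition above about 35% when tested at 20 µM, limit read from the data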;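 also: plate controls were DMSO wells with enzyme for no effect and DMSO wells lacking enzyme for full effect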
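Material: recombinant HKDC1 hexokinase; Amount: HKDC1 at 5 µg/mL; Medium: Tris pH 8.0 buffer with MgCl2, Tween-20, BSA, BME; Schedule: 90 min reaction incubation at room temperature, dark; Technique: coupled resazurin fluorescence, excitation 525 nm, emission 613 nm.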
SENP1 inh: SENP1 (human) catalytic domain inhibition; Q9P0U3; recombinant SENP1 catalytic domain, CyPet-SUMO1-YPet FRET cleavage; inhibition, % at 10 µM; 360,000 tested, 0.21% active; AID 624204;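 active = inhibition at least 30% at 10 µM, raw YFP signal under a set limit, fluorescence ratio 0.5 to 1.5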;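 also: 0% = enzyme with DMSO and 100% = no enzyme wells; some results filed as inactive read as strong as hits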
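Test system: human SENP1 catalytic domain; medium: Tris pH 8 buffer plus EDTA, NaCl, BME, BSA, NP40, catalase; incubation: 50 min reaction at room temperature; technique: FRET, CFP and YFP emission; controls: no-enzyme low control and enzyme-plus-DMSO high control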
SENP7 block: SENP7 protease inhibition. 330,000 tested, 1.5% active. inhibition, % at 5 µM. recombinant SENP7, Z-RLRGG-aminoluciferin luminescence, 40 min. Q9BQF6;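 active = inhibition above about 50% at the single test dose, limit read from the data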;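 also: plate controls were DMSO with enzyme for no effect and no enzyme buffer wells for full effect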
Target sequence (Q9BQF6 706-1050 limits assumed): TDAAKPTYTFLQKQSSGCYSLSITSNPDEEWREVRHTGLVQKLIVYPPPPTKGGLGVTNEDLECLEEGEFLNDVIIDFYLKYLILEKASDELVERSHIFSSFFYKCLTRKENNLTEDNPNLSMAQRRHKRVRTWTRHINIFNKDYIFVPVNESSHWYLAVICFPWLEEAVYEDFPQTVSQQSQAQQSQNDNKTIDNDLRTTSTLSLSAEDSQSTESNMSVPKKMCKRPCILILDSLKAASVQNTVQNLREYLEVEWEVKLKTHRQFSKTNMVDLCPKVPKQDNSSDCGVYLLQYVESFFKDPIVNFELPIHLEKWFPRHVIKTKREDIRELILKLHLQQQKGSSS
SENP8 block-2: inhibitors of human SENP8 protease. AID 2540. inhibition, % at 10 µM. purified SENP8, Z-RLRGG-aminoluciferin cleavage, luminescence. Q96LD8. 330,000 tested, 1.2% active; in the data active = inhibition above about 50%
* marks the source's active call; other numbers are inactive results; . = no result given. Hits appear at their usual frequency; 4.1% or so of the library scored in one or more.

Every second line gives: NLRP3 yeast inh, Apaf1 inhib, SENP6 inh, SENP8 block-1, PfGluPho inh, HKDC1 inh, SENP1 inh, SENP7 block, SENP8 block-2
> NC(=O)c1ccccc1OCC(=O)c1ccc(Cl)cc1
  19, 4, -12, -8, 7, -3, 2, -4, -1
> Cc1ccc(C(=O)COC(=O)c2cnccn2)cc1
  4, 0, -7, 2, 1, 1, 2, -7, -11
> CCOC(=O)C1(CCOc2ccccc2)CCN(Cc2ccc3c(c2)OCCO3)CC1
  26, 10, -18, 1, 14, -5, 0, 0, -1
> NS(=O)(=O)c1ccc(CNC(=O)/C=C/c2ccco2)cc1
  11, -14, -18, -10, 26, 1, -17, -3, 3
> Cc1ccc(NC(=S)N2CCCCC2)cc1C
  22, -17, -7, 6, 10, -1, 1, 12, -11
> CCOC(=O)CSc1nc2ccccc2n1CC(=O)N1CCN(c2ccccc2)CC1
  1, -13, 2, 13, -2, -13, -1, -2, 10
> CC1CCN(S(=O)(=O)c2nnc(NC(=O)c3cccc([N+](=O)[O-])c3)s2)CC1
  12, 8, 7, 24, 113*, 6, 1, 1, -5
> O=S1(=O)NC(=NCCc2ccccn2)c2ccccc21
  -11, -2, -4, 6, -5, 5, 2, 2, -12
> COc1ccc(Nc2cc(C)nc(N3CCN(C(=O)c4ccc5c(c4)OCO5)CC3)n2)cc1
  4, 22, 1, -18, 27, -4, 1, 3, -3
> O=C(COc1ccccc1F)N1c2ccccc2CCc2ccccc21
  -12, 9, -12, -13, 22, -11, -10, 3, 1
> O=C(Nc1ccccc1)N1CCC(C(=O)N2CCN(S(=O)(=O)c3cccc(F)c3)CC2)CC1
  15, -51, -21, -4, -8, -7, 0, -7, -11
> OCCN(CC(O)COc1ccccc1)CC(O)Cn1ccc2ccccc21 (stereo not drawn)
  10, 9, -20, 7, 1, -5, -1, 1, -2
> O=C(Nc1ccc(S(=O)(=O)N2CCCC2)cc1)c1ccc(CN2CCc3ccccc3C2)cc1
  20, 16, 2, 21, 13, 5, 0, -7, -4
> COc1ccc(-c2nc3ccncc3[nH]2)cc1OC
  -2, -5, -2, -308, 1, -2, 2, 11, 1
> CC(=O)N1CCOc2ccc(S(=O)(=O)N3CCCCC3)cc21
  8, 2, -2, 7, 8, 0, 0, -7, -7
> Cc1ccc(NS(=O)(=O)c2ccc(-c3ccc(=O)[nH]n3)o2)c(C)c1
  7, 0, 17, 2, -13, 0, 3, -6, 2
> CCc1nnc(SCC(=O)N2CCCC(N3CCN(c4ccccc4C)CC3)C2)o1 (stereo not drawn)
  3, -1, -11, 5, 1, -16, -1, 5, -9
> O=C(Nc1c2c(nn1-c1ccccc1)CS(=O)C2)c1ccc2c(c1)OCO2 (stereo not drawn)
  8, -11, -12, 5, 1, -1, 0, 2, -4
> CCOC(=O)CC(NC(=O)c1cc2cc(Cl)cc(Cl)c2oc1=O)c1cccc([N+](=O)[O-])c1 (stereo not drawn)
  4, 27, -17, -63, 2, 17, 0, -11, -5
> O=C(Nc1cn(-c2ccccc2)nc1-c1cccs1)c1ccco1
  1, 8, -3, -99, 10, 0, -4, 5, -1

As a working copy, two of the compounds above:
Every second line gives: NLRP3 yeast inh, Apaf1 inhib, SENP6 inh, SENP8 block-1, PfGluPho inh, HKDC1 inh, SENP1 inh, SENP7 block, SENP8 block-2
> CCOC(=O)CC(NC(=O)c1cc2cc(Cl)cc(Cl)c2oc1=O)c1cccc([N+](=O)[O-])c1 (stereo not drawn)
  4, 27, -17, -63, 2, 17, 0, -11, -5
> O=C(Nc1cn(-c2ccccc2)nc1-c1cccs1)c1ccco1
  1, 8, -3, -99, 10, 0, -4, 5, -1

Going on with the list:
Every second line gives: NLRP3 yeast inh, Apaf1 inhib, SENP6 inh, SENP8 block-1, PfGluPho inh, HKDC1 inh, SENP1 inh, SENP7 block, SENP8 block-2
> CN(C)CCNS(=O)(=O)c1ccc2c3c(cccc13)C(=O)N2
  15, 6, -6, -295, 4, 0, -78, -3, -4
> CN1CCN(CC(=O)c2ccccc2F)CC1
  4, -1, 1, 16, 18, -7, -2, 5, -2
> CC1NC2(C(=O)N(Cc3ccccc3)c3ccccc32)C2C(=O)N(c3ccccc3)C(=O)C12 (stereo not drawn)
  1, 8, 2, 10, 17, 3, 2, -4, 1
> CN(C)c1ccc(S(=O)(=O)NCC(=O)NCCC2=CCCCC2)cc1[N+](=O)[O-]
  9, -6, 12, 20, 11, -2, 4, 8, 0
> N#Cc1c(-c2ccccc2Cl)noc1/C=C/Nc1ccc(C(=O)O)cc1
  7, -8, 95*, -338, -39, 15, -51, 69*, 95*
> CC(C)CNC(=O)C1CCCN(S(=O)(=O)c2ccc(-n3cnnn3)cc2)C1 (stereo not drawn)
  3, -9, -2, 9, -4, -3, 2, -6, -1
> CCOC(=O)N1CC=C2C(C#N)=C(N)C(C#N)(C#N)[C@H](c3ccsc3)[C@H]2C1
  -10, -7, -6, -160, -3, 0, -31, 0, -2
> Cc1ccc(N(Cc2ccccc2F)S(C)(=O)=O)cc1C
  -13, -14, 8, 2, -3, -8, 0, 0, 1
> C/C(CC(=O)Nc1c(C)cc(C)cc1C)=N\NC(=O)OC(C)(C)C
  3, -3, -14, 35, -18, 10, -1, -6, -8
> Cc1c(CC(=O)O)c(=O)oc2c(C)c3occ(-c4ccc(Br)cc4)c3cc12
  4, 20, -40, -265, 39, 19, -10, 1, -5
> O=C(NCC#CCSc1nnc(-c2cccc3ccccc23)o1)c1cccs1
  -40, -2, -7, ., ., ., ., -4, -4
> O=C(CCN1CCCCC1)Nc1ccccc1
  1, -7, -24, 9, -24, -8, 1, -5, -8
> CC(C)N(Cc1nc(-c2ccccc2)no1)C(=O)CCCN1C(=O)c2ccccc2C1=O
  20, -19, -12, 6, -2, 0, 1, 9, -5
> CCOC(=O)C1CCCN(c2c(NCCC(C)C)c(=O)c2=O)C1 (stereo not drawn)
  6, -1, -12, 16, -3, 2, -2, 5, -9
> O=C(NCc1ccccc1)c1ccc(F)c(S(=O)(=O)N2CCOCC2)c1
  -1, 13, -13, 20, 3, 3, 1, 9, 0
> COc1ccc(CC(=O)NC(=S)NNC(=O)COc2c(C)cccc2C)cc1
  15, 11, -6, 5, -25, -17, 2, -7, -14
> Cc1cccc(C(=O)N(NC(=O)Oc2ccccc2)C(C)(C)C)c1
  5, -1, -6, 10, -4, 5, 0, -8, -7
> CC1=NN(c2ccccc2)C(=O)/C1=C\C=C1\N(C)c2ccccc2C1(C)C
  37, 34, -7, 18, 17, -13, 27, 6, 6
> CCOc1ccccc1CNS(=O)(=O)c1csc(C(N)=O)c1
  12, 14, -27, 14, 5, 0, -1, -8, -8
> COc1ccc(OC)c(CCNC(=O)CS(=O)(=O)Cc2nc(-c3ccc(C)cc3)oc2C)c1
  -1, 17, -6, 16, 8, -7, 2, 3, -2
> Cc1nnc(SCC(=O)N2c3ccccc3CC2C)s1 (stereo not drawn)
  1, 19, -32, 22, -13, 3, 1, -6, -6
> COc1ccc(NC(=O)CN(C)C(=O)c2csc3c2CCCC3)cc1
  24, 5, -3, 10, -8, 1, 0, 3, 2
> CC(C)(C)c1ccc(NC(=O)COC(=O)c2ccc(NS(=O)(=O)c3ccc(F)c(F)c3)cc2)cc1
  8, 16, -25, 14, -38, 14, 0, -5, -15
> O=c1cc(CSc2ccccc2)nc(-c2ccccc2)[nH]1
  14, 4, -34, 9, -14, 0, -1, 0, 2
> O=C1N/C(=C/c2cccn2-c2ccccc2)C(=O)N1c1cccc(Cl)c1
  12, 1, 7, -55, 5, 2, -12, -1, 2
> O=C(NCCOC(=O)c1ccc(Cl)cc1)c1cccnc1
  7, -6, -3, 12, -6, 7, 1, -10, -6
> CC(=O)c1cccc(NC(=O)CCN2C(=O)C3C4CCC(C4)C3C2=O)c1 (stereo not drawn)
  -10, -2, 0, 10, -10, -2, -1, -6, -7
> Cc1cccc2c(N=NC(=O)C(C)n3cnc4ccccc4c3=O)c(O)[nH]c12 (stereo not drawn)
  12, -10, -17, 18, 43, 23, 0, 4, 1
> CCOC(=O)N1CCN(C(=O)c2ccc(N(Cc3ccc(C)cc3)S(C)(=O)=O)cc2)CC1
  1, -8, -2, 8, 1, 1, 0, -2, 9
> CC(C)(C)C(=O)Nc1ccccc1C(=O)N1CCCC1
  9, -4, -21, 6, -2, -3, 3, 11, 0

Exported as a markdown table: part of the list above
| compound | NLRP3 yeast inh | Apaf1 inhib | SENP6 inh | SENP8 block-1 | PfGluPho inh | HKDC1 inh | SENP1 inh | SENP7 block | SENP8 block-2 |
| --- | --- | --- | --- | --- | --- | --- | --- | --- | --- |
| CC(C)(C)c1ccc(NC(=O)COC(=O)c2ccc(NS(=O)(=O)c3ccc(F)c(F)c3)cc2)cc1 | 8 | 16 | -25 | 14 | -38 | 14 | 0 | -5 | -15 |
| O=C(NCCOC(=O)c1ccc(Cl)cc1)c1cccnc1 | 7 | -6 | -3 | 12 | -6 | 7 | 1 | -10 | -6 |
| Cc1nnc(SCC(=O)N2c3ccccc3CC2C)s1 (stereo not drawn) | 1 | 19 | -32 | 22 | -13 | 3 | 1 | -6 | -6 |

Other records follow:
Every second line gives: NLRP3 yeast inh, Apaf1 inhib, SENP6 inh, SENP8 block-1, PfGluPho inh, HKDC1 inh, SENP1 inh, SENP7 block, SENP8 block-2
> O=C(Cn1nnc(N2CCCCC2)n1)c1ccc(Cl)c(Cl)c1
  1, 25, -39, 14, 7, -2, 2, -1, -7
> CCOC(=O)c1sc(=NC(=O)c2ccccc2)n(C)c1C
  63*, -9, -30, -192, 10, -6, 0, 54*, 34
> Cc1ccc(Oc2nc3ccccc3n3cccc23)cc1
  18, 13, -11, -162, 18, 0, -2, 4, 5
> Cc1ccc(CSCCNC(=O)CN(c2cccc([N+](=O)[O-])c2)S(C)(=O)=O)cc1
  16, 14, -3, 12, 10, -11, -1, -7, -2
> O=C(CSCc1ccc(Cl)cc1)Nc1ccccc1C(=O)N1CCOCC1
  8, -3, 8, 16, -7, -8, 2, -3, -7
> CCCCC(=O)Nc1cccc(NC(=O)c2ccccc2Br)c1
  13, 2, -2, 10, 4, -10, 2, 4, 5

Taken from above:
O=C(CSCc1ccc(Cl)cc1)Nc1ccccc1C(=O)N1CCOCC1 in SENP1 inh is listed with 2
O=C(Cn1nnc(N2CCCCC2)n1)c1ccc(Cl)c(Cl)c1 in PfGluPho inh is listed with 7
CCOC(=O)c1sc(=NC(=O)c2ccccc2)n(C)c1C in SENP6 inh is listed with -30

From PubChem BioAssay
